# Myeloid diff MLP – promotes myeloid progenitor differentiation | calls only at 10 µM | ER-HoxA9 myeloid progenitors, lysozyme-GFP differentiation, flow cytometry | 360,000 compounds, 1% hits;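 active means normalized GFP-positive differentiation at or above the plate's own cutoff, the solvent-only control mean plus 3 SD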;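 further: cells exposed to compound for four days before flow analysis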
# XIAP antagonists – XIAP antagonists, biochemical, IAP family, fluorescence polarization (AID 1018). 200,000 compounds, 0.007% hits. XIAP BIR domain, fluorescence polarization peptide displacement; higher % means a stronger effect. displacement, % at 20 µM; hits with a dose series show IC50 in µM; in the data active means displacement above about 50%; further: a part of the inactive calls stands beside numbers as strong as those of hits
# AID2073 – disruptors of CaV2.2 binding to Mint1 – biochemical, HTRF (AID 2073); 290,000 compounds, 0.19% hits; HTRF protein-protein interaction, Mint1-CaV2.2; higher % means a stronger effect; inhibition, % at 20 µM; hits with a dose series show IC50 in µM; in the data active means inhibition mostly above about 51%, no sharp cut-off; further: some results filed as inactive read as strong as hits
# HIV fusion peptide – cell-free HIV fusion peptide-binding blockers – biochemical, uHTS, fluorescence dequenching, primary screen (AID 1986); inhibition, % at 20 µM; hits with a dose series show IC50 in µM; 290,000 compounds, 0.3% hits; cell-free peptide binding, fluorescence dequenching, 30 min; higher % means a stronger effect; in the data active means inhibition mostly above about 52%, no sharp cut-off; inactive means mostly below about 76%; further: some results filed as inactive read as strong as hits
# NOD2 inhibition – inhibition of NOD2-driven NF-kB reporter – cell-based, luminescence, uHTS, HEK293 (AID 1566) | one-dose inhibition, % at 4 µM; EC50 in µM for titrated hits | 290,000 compounds, 0.63% hits | HEK293 NOD2/NF-kB luciferase reporter, luminescence; higher % means a stronger effect; further: many of its hits are not listed in these tables
# Dengue-2 NS5 capping – Dengue-2 NS5 methyltransferase inhibitors, primary screen, biochemical, confirmation dose response (AID 588689); one-dose inhibition, % at 25 µM; IC50 in µM for titrated hits; Dengue-2 NS5 methyltransferase capping enzyme assay, biochemical; higher % means a stronger effect; 340,000 compounds, 0.3% hits; in the data active means a potency from the dose series
# SIAH1 antagonists – blockers of Siah-1 interaction with plectin peptide – biochemical, fluorescence polarization, rhodamine-plectin, uHTS, primary screen (AID 1817). displacement, % at 20 µM, or IC50 in µM where a hit was titrated. 290,000 compounds, 0.02% hits. Siah-1 / rhodamine-plectin peptide fluorescence polarization; higher % means a stronger effect;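 active means displacement of at least 50% at 20 µM, with a fluorescence ratio check between 0.3 and a set limit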;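 further: plate controls were Siah plus tracer with DMSO for no effect and tracer alone without Siah for full effect; strong numbers were not always called active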
# Hep lipid drop – hepatic lipid droplet formation modulation. 240,000 compounds, 0.4% hits. AID 1656. inhibition, % at 6.5 µM. AML12 mouse hepatocytes, oleate lipid droplets, BODIPY imaging;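 active means lipid droplet intensity inhibited by at least 50%, with more than 500 cells counted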
#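 Assay system: AML12 mouse liver cells | Compound: 6.5 µM single-point dosing | Schedule: Overnight exposure | Technique: Fluorescence imaging, 20x objective, two fields per well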
# LYP inhibition – PTPN22 lymphoid phosphatase activity blockers – biochemical, fluorescence intensity, uHTS (AID 1779). recombinant LYP phosphatase, fluorescence intensity; higher % means a stronger effect. inhibition, % at 11.5 µM; hits with a dose series show IC50 in µM. 290,000 compounds, 0.054% hits;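 further: plate controls were vehicle with enzyme for no effect and no enzyme for full effect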
# Hep lipid drop cells 6.5 µM – second read-out of Hep lipid drop, no call of its own (marks repeat the call); cell count; measured here: cell count, cytotoxicity flag;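 cells counted across two imaged fields per well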
# Myeloid diff MLP GFP+ MAC1+ % – second read-out of Myeloid diff MLP, no call of its own (marks repeat the call); GFP+ MAC1+ double positive, %; measured here: differentiation confirmed by MAC1 staining
# An asterisk follows results filed as active; i = inactive; / = no result given. Unless noted, no stated cut-off is given here; in the data, active means inhibition above about 50%; inactive means the rest. This is a subset; the hit share may differ from the screen's.
SMILES,Myeloid diff MLP,Myeloid diff MLP GFP+ MAC1+ %,XIAP antagonists,AID2073,HIV fusion peptide,NOD2 inhibition,Dengue-2 NS5 capping,SIAH1 antagonists,Hep lipid drop,Hep lipid drop cells 6.5 µM,LYP inhibition
CCCN(CCC)c1ccc(C(O)c2nnc(-c3ccccc3)o2)cc1 (configuration not stated),i,0.1,-9.2%,23%,-3.7%,0%,-4%,3%,69*,691*,6%
CCOCCOC(=O)C1=C(C)N(C)C(=O)NC1c1cc(Cl)c(O)c(OC)c1 (configuration not stated),i,1.6,-5.5%,-6%,-0.6%,19%,-5%,-1%,/,/,-7%
Cc1ccc(NC2CCCCC2NS(=O)(=O)c2ccccc2)c(C)c1 (configuration not stated),i,0.9,/,-3%,-0.3%,4%,5%,3%,-10,769,-3%
Oc1ccccc1C1=Nc2ccccc2N=C(c2cccs2)C1,i,10,-3.3%,36%,2.5%,-9%,6%,-5%,/,/,5%
Cc1cccc(C(=O)NNC(=O)CCCCC(=O)NNC(=O)c2cccc(C)c2)c1,i,0.6,/,-4%,-1.5%,-2%,3%,2%,-14,415,-8%
COc1ccc(OC)c(N(CC(=O)N2CCN(c3cc(Cl)ccc3C)CC2)S(C)(=O)=O)c1,i,0.7,-6.7%,-2%,0.4%,13%,5%,0%,-25,691,-5%
OCc1nc(CO)n(Cc2ccccc2)n1,i,2.5,-8.9%,2%,-1.0%,3%,-6%,0%,23,739,4%
COc1ccc(C(CNc2ccc(S(C)(=O)=O)cc2[N+](=O)[O-])N(C)C)cc1OC (configuration not stated),i,0.9,/,6%,-0.7%,8%,10%,2%,-6,709,-6%
Cc1nc2ccccc2n1Cc1n[nH]c(=S)n1-c1ccc(Cl)cc1,i,0.4,0.0%,-24%,-1.0%,16%,18%,4%,-1,689,-2%
O=C(NC1CCCC1)c1ccc(Cl)c(S(=O)(=O)N2CCCCC2)c1,i,0.7,/,7%,-0.9%,19%,-2%,2%,-2,800,-4%
CCC(=O)N/N=C(\C)CC(=O)Nc1cccc([N+](=O)[O-])c1,i,0.5,0.2%,0%,1.2%,14%,-1%,-4%,/,/,2%
CCOC(=O)c1sc(NC(=O)CNCc2cccnc2)c(C(=O)OCC)c1C,i,0.8,-2.1%,22%,0.7%,23%,2%,-4%,-4,672,3%
C/C(CC(=O)Nc1cc(Cl)ccc1C)=N\NC(=O)C(=O)N1CCCC1,i,0.0,/,6%,-2.2%,-6%,-16%,-2%,-33,756,-3%
CCOc1ccc(Nc2oc(-c3ccccc3Cl)nc2C#N)cc1,/,/,-7.9%,20%,-0.2%,-3%,/,0%,20,735,5%
O=C(Nc1ccc(F)cc1)c1ccc(S(=O)(=O)NCc2cccnc2)cc1,i,0.9,/,5%,-1.7%,36%,-6%,-4%,-52,806,-5%
O=C(NCC1CC1)Nc1cccc(Cl)c1,i,0.2,/,13%,0.5%,-10%,-2%,0%,-13,804,-6%
Nn1c(SCC(=O)Nc2ccc3c(c2)OCCO3)nnc1C(F)(F)F,i,1.1,-5.8%,5%,8.1%,8%,-14%,-1%,/,/,-2%
O=c1[nH]c2c(oc3ccccc32)c(=O)n1Cc1ccccc1,i,0.6,/,11%,0.1%,-2%,0%,5%,5,800,-7%
COc1ccc(N(CC(=O)Nc2cccnc2)S(=O)(=O)c2ccccc2)cc1Cl,i,0.4,/,-4%,0.2%,4%,-1%,0%,-39,834,4%
Cc1nn(Cc2ccc(Cl)cc2)c(C)c1NC(=O)c1ccc([N+](=O)[O-])cc1,i,0.2,-6.7%,3%,-0.2%,-36%,1%,3%,-6,645,-1%
CC(C(=O)Nc1ccccc1Cl)N(c1ccccc1)S(C)(=O)=O (configuration not stated),i,0.3,-0.1%,-16%,0.1%,14%,-6%,0%,-16,696,-7%
O=C(NCC(=O)N1CCC2(CC1)NCCc1[nH]cnc12)c1ccc2ccccc2c1,i,3.7,/,2%,1.1%,4%,-11%,2%,-4,674,-12%
CCCN(C(=O)c1cn(CC)c2nc(C)ccc2c1=O)c1c(N)n(Cc2ccccc2)c(=O)[nH]c1=O,i,0.3,-3.5%,0%,-0.3%,17%,-10%,3%,4,640,-11%
CCCCC(=O)Nc1cc(C)c(NC(=O)c2cccs2)cn1,i,0.2,-2.1%,-3%,1.1%,5%,4%,5%,0,726,-4%
CCOC(=O)N1CCC(NC(=O)CS(=O)(=O)Cc2nc(-c3ccc(C)cc3)oc2C)CC1,i,8.3,-4.3%,-4%,4.1%,12%,0%,-2%,/,/,-4%
CC1CCN(CC(=O)Nc2ccc(S(=O)(=O)N3CCCC(C)C3)cc2)CC1 (configuration not stated),i,0.4,/,-6%,0.2%,-25%,-6%,-2%,11,811,-4%
COc1ccc(OC)c(C(O)c2coc3ccc(O)c(CN4CCOCC4)c23)c1 (configuration not stated),i,7.0,-6.4%,-10%,-2.5%,-3%,-2%,-3%,-1,802,-11%
COc1ccc(CNC(=O)CCCOc2cc(=O)n(C)c3ccccc23)cc1,i,0.6,-4.2%,-4%,-0.7%,0%,-7%,-6%,14,832,0%
O=C(CN(c1ccccc1)S(=O)(=O)c1ccccc1[N+](=O)[O-])NN=C1CCCCCCC1,i,1.8,0.0%,2%,-3.1%,21%,1%,-6%,/,/,-7%
COc1cccc(NC(=O)CSc2nc3c([nH]c4ccccc43)c(=O)n2C)c1,i,0.6,-15%,13%,-1.5%,18%,1%,3%,-11,680,-4%
Cc1ccc(NC(=O)c2cc(S(=O)(=O)N(C)C)ccc2N2CCCC2)cc1F,i,0.0,/,5%,2.6%,8%,-2%,2%,-2,832,-9%
COCCOC(=O)c1c(C)nc(SCC(=O)Nc2ccc(OC)cc2)c(C#N)c1-c1ccco1,i,1.4,-6.8%,1%,-2.1%,11%,-8%,0%,/,/,0%
CCn1c(SCC(=O)Nc2ccc(C)cc2)nc2nc3c(cc2c1=O)COC(C)(C)C3,i,0.8,/,-7%,-0.3%,19%,-1%,0%,-3,723,-4%
COC(=O)c1ccccc1NC(=S)N1CCOCC1,i,1.2,/,2%,-0.2%,9%,-3%,-2%,6,807,-6%
Cn1c(N)c(C(=O)COC(=O)C2CC(=O)N(Cc3ccccc3)C2)c(=O)n(C)c1=O (configuration not stated),i,0.1,-6.0%,44%,-1.4%,-4%,-1%,-2%,8,704,0%
CN(C)CCNC(=O)/C=N/O,i,0.1,-7.3%,0%,1.2%,13%,-3%,5%,-1,591,-8%
Cc1cccc2cc3c(nc12)-c1ccccc1C3=O,i,0.6,/,12%,1.6%,2%,-1%,3%,/,/,-2%
COC(=O)c1cc2oc(C)cc2n1CC(=O)Nc1ccc(C)c(C)c1,i,9.7,-1.2%,17%,8.9%,-11%,-1%,4%,-6,722,4%
NC(=O)CSc1nnc(-c2ccco2)n1N,i,8.2,-1.9%,-6%,-2.0%,11%,-7%,3%,0,800,-10%
COc1ccccc1OCC(=O)N1CCCC(Nc2ccc(C)c(C)c2)C1 (configuration not stated),i,1.2,/,7%,-0.6%,16%,-8%,2%,-59,662,-4%
Cc1ccc(S(=O)(=O)NN2C(=O)c3ccccc3NC2c2ccccc2O)cc1 (configuration not stated),i,0.2,-7.2%,5%,-3.6%,17%,/,-4%,-14,774,-8%
CCOC(=O)c1sc2cc([N+](=O)[O-])cc(SCC(=O)OC)c2c1N,i,5.0,-1.7%,51%,14%,0%,-2%,0%,10,778,5%
CCSc1nnc(NC(=O)c2nn(C(C)C)c(=O)c3ccccc23)s1,i,0.5,-1.0%,6%,-1.2%,14%,-9%,0%,-16,658,1%
CC(C)=CCCC1(C)C=Cc2c(ccc3c2[nH]c2cc(O)c(C)cc23)O1 (configuration not stated),i,1.5,-4.9%,3%,1.3%,4%,-4%,-5%,24,695,8%
COc1cc2c(cc1OC)C(COc1ccc(F)cc1)N(C(=O)c1ccco1)CC2 (configuration not stated),i,10,-0.3%,13%,-1.0%,-2%,-4%,-4%,5,589,-2%
O=C(c1ccc(COc2ccccc2Br)cc1)N1CCCCCC1,i,0.1,-0.5%,-5%,-0.4%,-29%,-5%,-4%,/,/,-1%
O=C(O)c1c[nH]ccc1=O,i,1.0,-7.4%,6%,-2.9%,15%,-3%,0%,/,/,-12%
CC(C)CC1c2[nH]c3ccccc3c2CCN1C(=O)C1CCOCC1 (configuration not stated),i,0.8,-3.6%,10%,2.6%,-9%,-4%,6%,-10,649,-10%

# Gathered by group: those above with an aryl methoxy group
SMILES,Myeloid diff MLP,Myeloid diff MLP GFP+ MAC1+ %,XIAP antagonists,AID2073,HIV fusion peptide,NOD2 inhibition,Dengue-2 NS5 capping,SIAH1 antagonists,Hep lipid drop,Hep lipid drop cells 6.5 µM,LYP inhibition
CCOCCOC(=O)C1=C(C)N(C)C(=O)NC1c1cc(Cl)c(O)c(OC)c1 (configuration not stated),i,1.6,-5.5%,-6%,-0.6%,19%,-5%,-1%,/,/,-7%
COc1ccc(OC)c(N(CC(=O)N2CCN(c3cc(Cl)ccc3C)CC2)S(C)(=O)=O)c1,i,0.7,-6.7%,-2%,0.4%,13%,5%,0%,-25,691,-5%
COc1ccc(C(CNc2ccc(S(C)(=O)=O)cc2[N+](=O)[O-])N(C)C)cc1OC (configuration not stated),i,0.9,/,6%,-0.7%,8%,10%,2%,-6,709,-6%
COc1ccc(N(CC(=O)Nc2cccnc2)S(=O)(=O)c2ccccc2)cc1Cl,i,0.4,/,-4%,0.2%,4%,-1%,0%,-39,834,4%
COc1ccc(OC)c(C(O)c2coc3ccc(O)c(CN4CCOCC4)c23)c1 (configuration not stated),i,7.0,-6.4%,-10%,-2.5%,-3%,-2%,-3%,-1,802,-11%
COc1ccc(CNC(=O)CCCOc2cc(=O)n(C)c3ccccc23)cc1,i,0.6,-4.2%,-4%,-0.7%,0%,-7%,-6%,14,832,0%
COc1cccc(NC(=O)CSc2nc3c([nH]c4ccccc43)c(=O)n2C)c1,i,0.6,-15%,13%,-1.5%,18%,1%,3%,-11,680,-4%
COCCOC(=O)c1c(C)nc(SCC(=O)Nc2ccc(OC)cc2)c(C#N)c1-c1ccco1,i,1.4,-6.8%,1%,-2.1%,11%,-8%,0%,/,/,0%
COc1ccccc1OCC(=O)N1CCCC(Nc2ccc(C)c(C)c2)C1 (configuration not stated),i,1.2,/,7%,-0.6%,16%,-8%,2%,-59,662,-4%
COc1cc2c(cc1OC)C(COc1ccc(F)cc1)N(C(=O)c1ccco1)CC2 (configuration not stated),i,10,-0.3%,13%,-1.0%,-2%,-4%,-4%,5,589,-2%

# Screens from PubChem BioAssay.
